CHO parental Ca – counter-screen for OX1R antagonists: effect in parental CHO cells; parental CHO-K1, ATP-induced calcium, Fluo-8 fluorescence; inhibition, % at 5.6 µM; 330,000 compounds, 0.63% hits; AID 463079;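 active = inhibition above that plate's mean sample inhibition plus 3 SD, cut at about 26% in these data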;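 also: 0% = ATP-challenged DMSO wells and 100% = DMSO wells without ATP; some compounds past the cut are filed as inactive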
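Material – parental CHO cells · Reagent – ATP stimulus · Compound – single nominal dose of 5.6 µM per compound · Detection – Fluo-8 fluorescence · Read-out basis – percent inhibition of calcium signal · Controls – ATP-challenged DMSO wells low, unchallenged DMSO wells high · Repeats – no replicates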
V1R ag counter – V1a receptor agonism, counter-screen for OXTR agonists. P37288. CHO-V1R cells, Fluo-8 calcium fluorescence, agonist mode; 0% DMSO, 100% 3 nM vasopressin. activation, % at 3 µM. 320,000 compounds, 0.25% hits;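 active = activation above the mean activation of all tested compounds plus 3 SD, per screening run, cut at about 20% in these data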;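 also: signal is peak over basal fluorescence ratio across a 100 second FLIPR read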
Target sequence (P37288 whole entry, looked up): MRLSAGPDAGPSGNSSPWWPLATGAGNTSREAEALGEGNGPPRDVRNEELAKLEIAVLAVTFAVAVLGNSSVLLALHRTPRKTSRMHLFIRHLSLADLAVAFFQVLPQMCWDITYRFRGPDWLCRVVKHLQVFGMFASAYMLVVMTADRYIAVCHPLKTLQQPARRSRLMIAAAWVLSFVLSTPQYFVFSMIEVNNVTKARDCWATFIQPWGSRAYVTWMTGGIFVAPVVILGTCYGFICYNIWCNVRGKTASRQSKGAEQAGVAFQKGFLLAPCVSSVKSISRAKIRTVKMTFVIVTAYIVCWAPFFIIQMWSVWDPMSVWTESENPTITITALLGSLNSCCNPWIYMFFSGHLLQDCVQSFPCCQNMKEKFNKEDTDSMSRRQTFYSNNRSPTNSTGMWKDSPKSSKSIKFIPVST
TAAR1 antag – human TAAR1 antagonism; Q96RJ0; CHO RD-HGA16 TAAR1, Fluo-8 calcium fluorescence, antagonist; inhibition, % at 3 µM; 360,000 compounds, 1.5% hits;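 active = inhibition above a per-plate cutoff, the mean inhibition of test compounds on that plate plus 3 SD, cut at about 49% in these data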;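 also: 0% = DMSO plus EC80 beta-PEA response and 100% = DMSO alone without agonist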
Target sequence (Q96RJ0 whole entry, looked up): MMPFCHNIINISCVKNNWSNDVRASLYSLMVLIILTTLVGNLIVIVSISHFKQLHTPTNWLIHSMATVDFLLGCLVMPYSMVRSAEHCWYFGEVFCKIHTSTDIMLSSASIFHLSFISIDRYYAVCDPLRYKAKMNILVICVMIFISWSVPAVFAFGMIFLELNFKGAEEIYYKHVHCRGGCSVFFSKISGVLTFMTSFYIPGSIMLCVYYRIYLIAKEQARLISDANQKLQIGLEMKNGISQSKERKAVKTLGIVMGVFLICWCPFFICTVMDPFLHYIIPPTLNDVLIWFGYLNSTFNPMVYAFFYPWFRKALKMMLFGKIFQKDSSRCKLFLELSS
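Test system: RD-HGA16 CHO cells with stable hTAAR1 and Gα16 / Probe or stimulus: EC80 β-phenethylamine stimulus / Times: seeding 17-24 h prior, 75-min 37 °C, 30-min RT dye loading / Detection: Fluo-8 calcium-sensitive fluorescence / Read-out basis: % inhibition scaled between DMSO and EC80 PEA controls / Repeats: singlicate, one well per test compound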
M1 ag – agonists of human M1 muscarinic receptor | P11229 | CHO-K1 hM1, Fluo-8 calcium fluorescence, agonist mode; 0% DMSO, 100% acetylcholine EC100 | activation, % at 3 µM | 360,000 compounds, 0.33% hits | AID 588814;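 active = activation above the run's mean compound activation plus 3 SD, cut at about 16% in these data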;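 also: peak over basal fluorescence ratio within a 140 s kinetic read after compound addition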
M1 PAM – potentiates human M1 receptor response to acetylcholine; 360,000 compounds, 0.088% hits; AID 588819; P11229; activation, % at 3 µM; CHO-K1 hM1, Fluo-8 calcium fluorescence, ACh EC20; 0% = ACh EC20, 100% = maximal ACh; in the data active = activation above about 19%, passing the limit was not always enough
OXTR agonist – human OXTR agonism. 320,000 compounds, 0.32% hits. activation, % at 3 µM. CHO-OTR cells, Fluo-8 calcium fluorescence; normalized: DMSO 0%, oxytocin 100%;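 active = activation above the mean of all tested compounds plus 3 SD, cutoff set per screening run, cut at about 20% in these data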;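 also: peak over basal fluorescence ratio from a 100 s FLIPR kinetic read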
M1 antag – antagonists of human M1 muscarinic receptor. P11229. CHO-K1 hM1, Fluo-8 calcium fluorescence, ACh EC80 antagonist. inhibition, % at 3 µM. 360,000 compounds, 1.3% hits;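 active = percent inhibition above its own plate's cutoff, namely the mean of that plate's compound wells plus 3 SD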;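 also: peak over basal fluorescence ratio during 140 s after agonist addition; 0% = ACh EC80 plus DMSO and 100% = DMSO alone without agonist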
TAAR1 agonist – agonists of human TAAR1; CHO RD-HGA16 TAAR1, Fluo-8 calcium fluorescence; vehicle wells 0%, saturating PEA agonist 100%; activation, % at 3 µM; 360,000 compounds, 0.99% hits; AID 624467;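 active = activation above the mean activation of all test compounds in the run plus 3 SD, cut at about 38% in these data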
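System: CHO-derived RD-HGA16 cells with stable Gα16 and human TAAR1 / Times: 17-24 h plating, Fluo-8 75 min 37 °C, 30 min RT / Technique: calcium-sensitive Fluo-8 signal, excitation 470-495, emission 515-575 nm / Measure: % activation relative to PEA EC100 response / Benchmarks: DMSO and PEA EC100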
OXTR potentiate – potentiators of human oxytocin receptor; P30559; CHO-OTR cells, Fluo-8 calcium fluorescence, potentiator mode; 0% = oxytocin EC15, 100% = EC100; activation, % at 3 µM; 320,000 compounds, 0.061% hits;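 active = activation above that plate's cutoff, the mean activation of tested compounds plus 3 SD, cut at about 6.6% in these data, passing the limit was not always enough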;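 also: 100% uses oxytocin at 75 nM as the full agonist control; some results filed as inactive read as strong as hits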
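System: human OTR in CHO cells / Also added: sub-maximal oxytocin, roughly EC15 / Control set: EC15 oxytocin low, 75 nM oxytocin high / Schedule: 6 min compound pre-incubation at room temperature, 100 s kinetic read / Compound: single-point 3.0 µM / Replication: singlicate / Technique: Fluo-8 calcium dye fluorescence / Read-out basis: % activation of max/min ratio relative to oxytocin controls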
An asterisk follows results filed as active; / = not tested or not shown.

SMILES	CHO parental Ca	V1R ag counter	TAAR1 antag	M1 ag	M1 PAM	OXTR agonist	M1 antag	TAAR1 agonist	OXTR potentiate
CN(Cc1ncc[nH]1)C(=O)CC1C(=O)NCCN1Cc1c(F)cccc1Cl (stereo not given)	-10	0.3	22	-10	7	-0.4	-4	6	-15
O=C(NCc1cccs1)C1CC(=O)N(c2ccc(F)cc2)C1 (stereo not given)	-3	0.0	-8	-4	11	-1.2	-12	3	-3
Cc1ccccc1SCC(=O)N1CCN(c2ccc(C(F)(F)F)cn2)CC1	3	4.4	10	1	11	3.7	-4	-1	-8
Cn1c(O)c(N=NC(=O)Cc2c[nH]c3ccccc23)c2ccccc21	/	/	-41	-5	7	/	-6	0	/
COc1ccc(S(=O)(=O)N2CCC(C(=O)N3CCCCC3)CC2)cc1	-4	2.3	13	4	12	2.3	-21	2	-7
C=CCc1cc(Cl)ccc1OCCOCCNC(C)CC (stereo not given)	-9	6.6	-11	-8	-24	8.5	38*	5	-2
CC1CC(C)(C)CC2(C1)NC(=O)N(CC(=O)NC1CCCc3ccccc31)C2=O (stereo not given)	-20	-0.8	-8	-1	12	-2.1	-7	-1	0
C1CCN(CCC2CCCCN2)CC1 (stereo not given)	/	/	-19	-4	13	/	-17	1	/
Nc1c(N(CCO)C(=O)C2CCCC2)c(=O)[nH]c(=O)n1Cc1ccccc1	-9	0.8	13	0	7	1.4	-5	9	1
O=C(NNc1ccccn1)c1ccccc1CC[N+](=O)[O-]	-4	-0.8	16	-3	-4	-0.4	-12	-1	0
CCN(CC(=O)Nc1ccc2c(c1)OCCO2)C(=O)CCc1ccc(OC)cc1	/	/	-11	-5	8	/	-13	0	/
Nc1ncnc2c1nc(Sc1ccc(Cl)cc1)n2[C@@H]1O[C@@H]2COP(=O)(O)O[C@H]2[C@H]1O	-10	1.1	-22	0	6	-1.1	-29	2	3
Cc1ccc(C(=O)O/N=C2\CC3CCC2(C)C3(C)C)cc1 (stereo not given)	-19	-1.6	-13	-4	15	-1.9	-15	35	-5
C=CCn1c(SCc2nc3c(c(=O)[nH]c(=O)n3CCCC)n2CCC)nnc1-c1ccccc1	-28	-1.5	-4	-4	8	-2.6	-12	7	6
Oc1cccc(/C=N/N2CCN(c3ccccn3)CC2)c1	15	2.4	-13	-1	2	0.8	2	1	-4

In a second layout: two of the compounds above.
mol: Nc1ncnc2c1nc(Sc1ccc(Cl)cc1)n2[C@@H]1O[C@@H]2COP(=O)(O)O[C@H]2[C@H]1O
  CHO parental Ca = -10 | V1R ag counter = 1.1 | TAAR1 antag = -22 | M1 ag = 0 | M1 PAM = 6 | OXTR agonist = -1.1 | M1 antag = -29 | TAAR1 agonist = 2 | OXTR potentiate = 3

mol: CN(Cc1ncc[nH]1)C(=O)CC1C(=O)NCCN1Cc1c(F)cccc1Cl (stereo not given)
  CHO parental Ca = -10 | V1R ag counter = 0.3 | TAAR1 antag = 22 | M1 ag = -10 | M1 PAM = 7 | OXTR agonist = -0.4 | M1 antag = -4 | TAAR1 agonist = 6 | OXTR potentiate = -15

Following part
SMILES	CHO parental Ca	V1R ag counter	TAAR1 antag	M1 ag	M1 PAM	OXTR agonist	M1 antag	TAAR1 agonist	OXTR potentiate
CC(=O)c1cn(-c2ccc(Cl)cc2)c(=O)[nH]c1=O	-8	16	-1	-4	9	-0.2	-1	1	-10
O=C(c1ccc(N2CCCC2=O)cc1)N1CCN(c2ccccc2)CC1	-2	3.7	1	-3	5	4.1	-2	12	-6
CC1(C)CC(=O)C(C=NCCN2CCN(C(=O)C34CC5CC(CC(C5)C3)C4)CC2)=C(O)C1	-18	1.1	-12	-4	9	-0.7	-29	9	-3
CCOC(=O)CC1OC(=O)c2cc3c(cc21)C(=O)OC3CC(=O)OCC (stereo not given)	5	0.6	-6	0	4	-0.3	1	2	-4
Cc1ccc(OC(=O)CCC(=O)Oc2ccc(C)cc2C)c(C)c1	/	/	-8	-3	-2	/	7	0	/
CCOc1ccc(-c2ccc(SCC(=O)NC3CCCCC3)nn2)cc1	-9	-1.2	-35	-3	9	-0.8	-9	-1	6
O=C(Nc1ccc(Cl)cc1)c1csc([C@@H]2O[C@H](CO)[C@@H](O)[C@H]2O)n1	/	/	8	1	-14	/	26	2	/
Cc1cc(Cl)ccc1C(=O)C1CCCN(C(=O)c2n[nH]c3c2CCCC3)C1 (stereo not given)	-15	3.0	-9	-4	6	2.9	1	5	-2
Cc1ccc(CS(=O)Cc2ccc(C(=O)NC3CCCCCC3)o2)cc1 (stereo not given)	-20	0.3	-5	-3	1	0.4	-9	-2	-3
O=[N+]([O-])c1ccc(-c2ccc(S(=O)(=O)NCCN3CCCC3)cc2)cc1	-8	7.9	-3	-9	9	9.8	0	7	-22
Cc1ccc(S(=O)(=O)Nc2nc(C)c(NC(=O)OCCCl)s2)cc1	-5	0.9	-8	-5	2	0.1	-7	2	-4
O=C(Cc1cccs1)Nc1nncs1	4	1.7	9	-3	6	0.3	-7	5	-7
COc1ccc(C2(c3ccc(OC)cc3)NC(=O)N(CC(=O)N3CCOCC3)C2=O)cc1	-14	0.7	-12	-5	2	2.3	5	-1	0
Cc1ccc(S(=O)(=O)N(CC(=O)NCc2ccco2)Cc2ccccc2F)cc1	/	/	3	-3	-2	/	10	-3	/
O=C(Nc1nnc(C2CC2)s1)c1ccncc1	-13	1.3	-18	-1	-1	-0.1	-16	1	4
CC(C)(C)NC(=O)NC(=O)CSc1nnc2ccccn12	-11	0.8	12	-3	5	-0.3	-6	11	-1
Cc1ccc(OCC(=O)NC(=S)Nc2cccc(C)n2)cc1	10	1.2	5	-4	11	-1.1	-10	2	-10
CCCCN1C(=O)C(CC(=O)NCC)SC1=Nc1ccccc1 (stereo not given)	-18	-1.5	7	0	8	-1.8	-5	-1	-4
Brc1ccc2ncc(Br)cc2c1	14	0.9	-6	-3	-7	0.5	16	13	-4
COc1ccc(-c2csc3nc[nH]c(=O)c23)cc1OC	3	-0.1	-2	-2	0	-0.6	-3	-2	-10
CCOc1ccc(N(C(=O)c2snc(C(N)=O)c2N)C(C(=O)NCC2CCCO2)c2c[nH]c3ccccc23)cc1 (stereo not given)	-29	1.3	14	-4	4	1.9	4	2	4
CNc1oc(Cc2ccccc2)nc1S(=O)(=O)c1ccc(Cl)cc1	-6	-0.3	-10	0	-4	-0.3	1	2	-6
CC1(C)CC2(OC2c2ccccc2[N+](=O)[O-])C(=O)c2ccccc21 (stereo not given)	/	/	13	-3	-1	/	-9	0	/
O=C(O)C1C2C=CC(C2)C1C(=O)NCc1ccccc1 (stereo not given)	-17	0.2	1	-2	5	0.7	0	16	3
CCOC(=O)Cc1csc(NC(=O)COc2ccc(N(C)S(=O)(=O)c3cccs3)cc2)n1	22	8.9	48	2	-11	9.3	19	20	-33
O=S(=O)(c1ccccc1)N1CCN(Cc2cccc(Cl)c2)CC1	-6	-0.8	17	-6	-6	-2.1	13	17	-8
COC(=O)CCCC(=O)N1CCCC(C(=O)c2ccc(-c3ccccc3)cc2)C1 (stereo not given)	-19	3.7	1	-3	4	-0.5	-2	6	-12
COc1ccc(OC)c(NC(=O)CC2(CC(=O)O)CCCC2)c1	-6	-0.6	-33	-3	8	0.2	-9	2	-14
Cn1cnc(S(=O)(=O)N2CCN(c3cccc(C(F)(F)F)c3)CC2)c1	-15	3.3	-4	-1	-3	1.9	9	4	-20
CCOC(=O)N1CCN(S(=O)(=O)c2ccc(C(=O)N(CCCN(C)C)c3nc4c(C)c(C)ccc4s3)cc2)CC1	-11	1.8	-15	-7	-1	6.6	-2	10	-1
Cc1ccccc1N1CCN(C2=NC(=O)/C(=C\c3cccs3)S2)CC1	-16	-1.3	-7	-6	3	-1.6	-3	0	-6
Cc1ccccc1NC(=O)C1CCCN(S(=O)(=O)c2c(C)noc2C)C1 (stereo not given)	14	2.1	-7	-3	-3	-1.1	-11	18	-7
CCCC(=O)NNc1c2ccccc2nc2ccccc12	-15	0.4	8	-5	9	-0.5	-1	2	-3
N#Cc1c(NC(=O)CSc2ccccn2)oc(-c2ccccc2)c1-c1ccccc1	-8	0.3	13	-4	0	-0.6	1	0	-11
Cc1ccc(Nc2c([N+](=O)[O-])ccc3nonc23)c(C)c1	-22	-1.2	-5	0	2	-2.0	0	-3	-9
O=C(Cn1c2[n+](c3ccc(C(F)(F)F)cc31)CCCCC2)c1cccc([N+](=O)[O-])c1	-9	0.8	-8	-12	0	-0.4	2	-1	-7
N#Cc1nc(-c2cccs2)oc1NCc1ccco1	7	0.8	-19	-4	2	0.2	-6	-2	-12
O=C([C@@H]1CC=C[C@@H]2CCN(C3CCCCC3)C(=O)[C@@H]21)N1CCN(c2ccccc2)CC1	-16	-0.9	5	-6	5	-1.5	-3	7	-1
Cc1nn(C)c(C)c1/C=N/NC(=O)CCn1cc([N+](=O)[O-])cn1	-7	0.6	3	-2	1	0.4	-4	4	-6
CCOCCCNS(=O)(=O)Cc1ccccc1	-5	0.0	2	-5	10	-0.3	-13	5	-4
O=C1CCc2ccc(NC(=O)C3CC3)cc2N1	-2	-0.3	-14	-6	9	0.2	-5	2	-8
C=CCn1c(SCCN2CCCCC2)nc2c1c(=O)[nH]c(=O)n2C	-1	0.9	-29	-12	-20	-0.4	28*	2	-2
Cc1cc(C)n(C(=O)N(c2ccccc2)c2ccccc2)n1	-12	-1.2	4	-5	3	-2.5	2	0	4
Cc1c(Cc2c(Cl)cccc2Cl)c(=O)ccn1C(C)c1ccccc1 (stereo not given)	/	/	12	1	1	/	-8	24	/
N#C/C(=C\c1cc(Cl)ccc1O)C(=O)NC1CCCCC1	-1	1.0	/	-4	7	0.2	-2	/	-3
Cc1ccc(N2CC(C(=O)Nc3nnc(SCCC4OCCO4)s3)CC2=O)cc1C (stereo not given)	-19	1.8	-6	-2	-3	0.1	-14	3	-6
O=C(NNC(=O)c1cc(Cl)ccc1[N+](=O)[O-])c1csc(N2CCOCC2)n1	-16	0.4	-22	-1	3	-0.3	-5	4	-4
O=C(NCCN1CCOCC1)c1ccc2c(c1)N(Cc1ccc(F)cc1)C(=O)CS2	-8	0.4	5	-12	-21	0.1	24	0	-6
Cc1c(Cl)c([N+](=O)[O-])nn1CCCC(=O)NCCc1ccccc1	-10	-0.2	-17	-5	3	-1.0	-3	3	1
